# Bioassay records as filed in PubChem.
# A549 tox: kills or reduces viability of A549 cells in Nrf2 counter-screen; A549 ARE-Fluc cells, CellTiter-Fluor viability, 18-24 h; Potency, µM (series often up to 46 µM), for the others: top-dose activity change, negative = cytotoxicity, hits mostly inhibitors; hit rate 0.16% among 390,000; further: on the % scale 0 is the no-effect control and ±100 the full control effect
#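 Cytotoxicity counterscreen: CellTiter-Fluor fluorescence was measured in A549 ARE_Fluc cells after 18-24 h of compound exposure in a concentration series. The subsequent BugLite luminescent read reports ARE-luciferase activity.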
# HepG2 viability: kills HepG2 cells in TGF-b inhibitor counter-screen | HepG2 CAGA-GFP viability, ATP luminescence, 18 h | Potency, µM (highest dose often 46.1 µM), inactives show at the highest dose activity change, negative = cytotoxicity, most hits filed as cytotoxic | hit rate 0.76% among 410,000 | AID 588856; further: some results filed as inactive show a strong effect at the top dose
#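 CellTiter-Glo luminescence gave cytotoxicity after 18 hours at 37 degrees C. The cells were HepG2 CAGA-GFP in 1% FBS DMEM, stimulated with 500 pg/mL TGF-beta after compound addition. %Activity was normalised to no-cell wells (complete cell-killing) and DMSO (no toxicity), and curves were fitted and classified.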
# EPAC2 antagonist: EPAC2 (human) antagonism | EPAC2 GEF exchange of Rap1B-BODIPY-GDP, fluorescence | Q8WZA2 | Potency, µM (highest dose often 114 µM), inactives show top-dose activity, negative = inhibition, usual class: inhibitors | AID 720708 | hit rate 0.18% among 360,000; further: on the % scale 0 is the no-effect control and ±100 the full control effect; nearly all actives have a fitted effect of over 45% in size; many of its hits are not listed in these tables
# Target sequence (Q8WZA2 whole entry, looked up): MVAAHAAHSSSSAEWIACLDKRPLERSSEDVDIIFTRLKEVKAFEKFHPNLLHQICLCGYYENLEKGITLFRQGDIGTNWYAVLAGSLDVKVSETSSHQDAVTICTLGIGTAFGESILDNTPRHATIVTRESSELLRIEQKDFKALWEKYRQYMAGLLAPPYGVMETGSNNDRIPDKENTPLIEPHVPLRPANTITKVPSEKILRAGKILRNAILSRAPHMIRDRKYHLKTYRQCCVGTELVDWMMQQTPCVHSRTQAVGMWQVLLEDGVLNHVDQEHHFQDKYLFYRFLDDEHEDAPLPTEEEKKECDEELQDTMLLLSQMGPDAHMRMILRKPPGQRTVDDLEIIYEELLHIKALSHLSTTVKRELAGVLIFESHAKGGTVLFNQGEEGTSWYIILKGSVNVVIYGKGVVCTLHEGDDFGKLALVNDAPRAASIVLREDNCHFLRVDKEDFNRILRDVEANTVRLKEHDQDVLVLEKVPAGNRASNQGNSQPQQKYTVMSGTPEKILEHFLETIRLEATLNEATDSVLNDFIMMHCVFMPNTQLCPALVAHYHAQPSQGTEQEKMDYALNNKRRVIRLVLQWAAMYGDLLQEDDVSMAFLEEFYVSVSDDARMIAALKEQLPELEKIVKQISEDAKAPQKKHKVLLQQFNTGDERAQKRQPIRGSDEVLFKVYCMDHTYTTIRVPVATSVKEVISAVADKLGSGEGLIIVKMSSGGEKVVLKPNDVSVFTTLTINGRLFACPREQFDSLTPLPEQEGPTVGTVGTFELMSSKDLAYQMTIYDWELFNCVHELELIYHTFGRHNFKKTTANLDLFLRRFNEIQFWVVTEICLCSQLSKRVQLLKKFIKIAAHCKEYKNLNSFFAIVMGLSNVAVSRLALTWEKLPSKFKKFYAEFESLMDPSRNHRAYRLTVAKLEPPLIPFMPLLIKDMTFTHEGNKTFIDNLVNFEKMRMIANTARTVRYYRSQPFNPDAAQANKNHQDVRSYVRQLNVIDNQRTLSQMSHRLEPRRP
# TGFb inhibitor: blocks TGF-b signaling; HepG2 CAGA-GFP TGF-b/SMAD3 reporter, GFP fluorescence, 18 h; TGF-beta stimulated, 500 pg/mL final; Potency, µM (series often up to 46.1 µM), for the others: top-dose activity, negative = inhibition, actives largely listed as inhibitors; hit rate 1.2% among 410,000; further: on the % scale 0 is the no-effect control and ±100 the full control effect; nearly all actives have a fitted effect of over 65% in size
#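 GFP signal (ex488/em500-530) from TGF-beta-stimulated HEPG2 CAGA-GFP cells, 500 pg/mL final, 18 h at 37 degrees C in DMEM plus 1% FBS, normalized to unstimulated and DMSO-stimulated controls.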
# ATXN viability: reduces viability in counter-screen for ATXN expression inhibitors; S2 cells (HEK-293 line with an ATXN2-luciferase reporter) viability, CellTiter-Fluor protease fluorescence, 24 h; Potency, µM (titrated, usually from 56.7 µM), most hits filed as cytotoxic; hit rate 0.49% among 400,000; AID 651635; further: nearly all actives have a fitted effect of over 40% in size
# ATXN2 expr inh: reduces ATXN2 reporter expression in HEK-293 cells. HEK-293 ATXN2-luciferase reporter, luminescence, 24 h. Potency, µM (highest dose often 57 µM), inactives show top-dose activity change, negative = inhibition, usual class: inhibitors. hit rate 0.72% among 360,000; further: on the % scale 0 is the no-effect control and ±100 the full control effect; nearly all actives have a fitted effect of over 55% in size
#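 ATXN2-luciferase reporter cells (luciferase flanked by upstream and downstream ATXN2 gene portions) were treated 24 h at 37 °C with compounds at up to 57 uM. SteadyGlo luminescence gave expression; GF-AFC fluorescence gave viability.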
# Nrf2 inh: blocks Nrf2 signaling; A549 ARE-Fluc reporter, luciferase luminescence, 18-24 h; Potency, µM (top dose mostly 46 µM), for the others: top-dose activity change, negative = inhibition, most hits filed as inhibitors; hit rate 2.1% among 360,000; AID 504444; further: on the % scale 0 is the no-effect control and ±100 the full control effect; nearly all actives have a fitted effect of over 60% in size
#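 Cells were seeded and rested 2 h, then exposed to compounds for 18-24 h. CellTiter-Fluor was read first as a viability measure. BugLite was added 15 min before the final luminescent read of ARE-luciferase activity in A549 cells.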
# MCF10A rerep: inducers of DNA re-replication in MCF 10A breast cells; MCF 10A DNA re-replication, Hoechst nuclear intensity, 48 h; Potency, µM (top dose mostly 46.1 µM), without a hit: at the top dose activity, positive = re-replication, usual class: activators; hit rate 2.9% among 350,000; AID 624296; further: % of control where 0% means no effect; nearly all actives have a fitted effect of over 50% in size
# Nrf2 activator: activators of Nrf2 (ARE) signaling; AREc32 ARE-luciferase reporter (MCF7-derived line), luminescence, 24 h; Potency, µM (top dose mostly 46.1 µM), for inactives: top-dose activation, actives largely listed as activators; hit rate 0.31% among 410,000; AID 624171; further: % of control where 0% means no effect; nearly all actives have a fitted effect of over 65% in size
#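 AREc32 cells carrying an ARE-driven firefly luciferase reporter were seeded at 1000 cells/well in OPTI-MEM with 5% FBS, then exposed to compound for 24 hr at 37 deg C. Luminescence was read with Steady-Glo after 30 min at RT.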
# An asterisk follows results filed as active; i = inactive; u = inconclusive; x = not tested or not shown; [ ] = remark or other dose. The call rests on the fitted dose curve; in most records, active means well fitted curve in the direction sought with a large enough effect; inconclusive means small, poorly fitted or top-dose-only effect, or another doubt; inactive means no such curve, though single readings can be large; an effect the other way counts as inactive or inconclusive. Potency means the concentration at half of the fitted maximal effect. A portion of the library; rates above refer to the full screens.
SMILES,A549 tox,HepG2 viability,EPAC2 antagonist,TGFb inhibitor,ATXN viability,ATXN2 expr inh,Nrf2 inh,MCF10A rerep,Nrf2 activator
COc1ccccc1NS(=O)(=O)c1cc(NC(=O)c2sccc2C)ccc1N1CCOCC1,-4%,-39%,-15%,u,i,x,u,8%,-0.7%
CCOc1ccccc1OCCCOc1ccc(C)cc1Cl,u,-3%,-15%,10%,i,28%,x,27%,2.1%
COc1ccc(-c2noc(C3CCCN(C(=O)CCc4ccccc4)C3)n2)cc1 (centres undefined),-7%,-19%,-5%,-6%,u,0%,u,3%,-0.2%
CCCCNC(=O)C[C@@H]1C[C@@]2(C(=O)OCC)CCCC=C2N(Cc2ccc(Cl)cc2Cl)C1=O,x,x,-7%,x,u,u,x,x,12%
COC(=O)c1cn(C(=O)/C=C/c2ccc(OC)c(OC)c2)c2ccccc12,1%,-3%,7%,8%,u,u,0%,u,u
N#Cc1ccccc1OCc1cccc(S(=O)(=O)N2CCOCC2)c1,-3%,1%,-12%,2%,i,9%,-12%,9%,4.9%
COc1ccccc1CNC(=O)CCC(=O)n1ncc2cc(C)ccc21,6%,-9%,4%,4%,i,-18%,2%,7%,0.3%
COc1cc(-c2nc(S(=O)(=O)c3ccc(C)cc3)c(N(C)C)o2)cc(OC)c1OC,5%,-15%,-8%,-12%,i,-5%,1%,u,3.4%
NC(=O)C(OC(=O)CNC(=O)C1CCCCC1)c1ccccc1 (centres undefined),-4%,14%,x,5%,x,x,7%,x,x
COc1ccc(NS(=O)(=O)c2ccc3c(c2)CCC(=O)N3)c(OC)c1,-1%,-9%,-5%,19%,i,-19%,u,16%,0.9%

# Some entries already given with just ATXN viability:
molecule	ATXN viability
COc1ccccc1NS(=O)(=O)c1cc(NC(=O)c2sccc2C)ccc1N1CCOCC1	i
CCOc1ccccc1OCCCOc1ccc(C)cc1Cl	i

# (listing goes on)
SMILES,A549 tox,HepG2 viability,EPAC2 antagonist,TGFb inhibitor,ATXN viability,ATXN2 expr inh,Nrf2 inh,MCF10A rerep,Nrf2 activator
C/C=C/C(=O)N1c2ccccc2C(C)=CC1(C)C,0%,0%,-26%,u,i,-30%,1%,u,-0.6%
Nc1ccc(C(=O)OCCCc2nc3cc4ccccc4cc3[nH]2)cc1,0%,7%,-9%,-15%,u,x,90%,13%,-0.8%
COc1ccc(S(=O)(=O)N(C)c2ccc(C(=O)N3CCOCC3)cc2)cc1OC,-1%,-5%,1%,u,i,-2%,-14%,u,-0.6%
NNC(=O)Cn1c(-c2nonc2N)nc2ccccc21,13%,-7%,-15%,4%,i,x,8%,2%,0.0%
C=CCNc1nc(N2CCCC2)nc2ccccc12,u,-16%,-1%,-1%,i,-34%,x,1%,4.0%
c1n[nH]c(NCc2ccc3c(c2)OCO3)n1,-6%,-10%,4%,2%,x,x,-18%,0%,0.0%
CCOC(=O)c1c(C)oc2ncnc(NCCCN3CCN(c4cc(C)ccc4C)CC3)c12,u,-33%,x,u,u,-10%,u,x,-0.7%
Cc1nc2nc(Cc3ccccc3)[nH]n2c(=O)c1Cc1ccccc1,-8%,2%,0%,14%,i,-12%,x,u,-1.1%
COc1ccc(CNC(=O)CCC(=O)N2CC3CCCN3c3ccccc32)cc1 (centres undefined),5%,-33%,x,0%,x,x,u,x,-0.5%
O=c1cc(N2CCN(c3ccc(F)cc3)CC2)[nH]c(=O)n1-c1ccc(Br)cc1,3%,5%,x,0%,x,x,x,x,0.0%
CS(=O)(=O)c1ccc(-c2sc3ccccc3c2C(=O)NCCCN2CCOCC2)cc1,1%,-10%,2%,10%,i,7%,-7%,3%,0.5%
COc1ccc(NC(=O)C(=O)NNC(=O)c2ccc(Cl)cc2Cl)cc1,2%,1%,0%,3%,i,47%[activator],2%,-30%,3.0%
CC(C)=C1C(=O)NN(c2ccc(F)c(Cl)c2)C1=O,2%,-1%,-3%,0%,i,-3%,8%,u,0.0%
CCn1c(=O)c(C(=O)NCc2ccccc2OC)c(O)c2ccccc21,u,-1%,8%,4%,i,-3%,15%,8%,-0.5%
O=c1[nH]c(CN2CCOCC2)nc2cc(Cl)ccc12,7%,-2%,-3%,1%,i,3%,-3%,6%,0.2%
Cc1ccc(CCNC(=O)c2ccc3c(Cl)c4c(nc3c2)CCCC4)cc1,-15%,6%,x,-3%,i,12%,u,x,0.0%
CC(=O)NC(CC(=O)NCCCn1ccc2ccccc21)c1ccccc1 (centres undefined),7%,4%,4%,-11%,i,-6%,3%,1%,0.0%
CC(=O)N1CCc2c(sc3c2c(=O)n(-c2ccc(F)cc2)c(=O)n3Cc2ccc(C#N)cc2)C1,1%,6%,x,6%,i,13%,4%,x,0.5%
COc1ccc(-c2ccc([C@H]3[C@@H]4C=CCC[C@@]4(C)C(=O)N3Cc3ccccc3)c(F)c2)cc1OC,-6%,-1%,-7%,u,u,-26%,21µM*,u,-1.0%
O=C(O)c1c(-c2ccccc2)oc2ccc(OCc3ccc(Cl)c(Cl)c3)cc12,-5%,-89%,x,u,x,x,u,x,0.4%
CC1(C(=O)Nc2ccc3c(c2)OCCO3)CCC(=O)N1C1CCN(Cc2ccccc2)CC1 (centres undefined),x,1%,4%,-3%,i,10%,x,x,-1.5%
Cc1ccc(C(=O)CN2C(=O)C(=O)N(Cc3ccccc3)C2=O)cc1,1%,-49%,6%,-6%,i,11%,-1%,2%,-0.3%
CC1=C(C(=O)N(C)C)CC(CC(=O)NC2CC2)C(=O)N1CCC1=CCCCC1 (centres undefined),x,-6%,8%,-4%,i,-1%,x,x,-0.4%
COc1cc(-n2c(C)nc3cc(C(=O)NCc4ccco4)ccc32)cc(OC)c1OC,10%,12%,-1%,3%,i,5%,-16%,1%,0.5%
CCCCCCC1CC(CSc2ncn[nH]2)OC1=O (centres undefined),6%,-14%,-3%,7%,i,5%,-13%,0%,0.0%
Cc1nc(SCC(=O)N2CCOCC2)c2c(=O)n(C)c(=O)n(C)c2n1,-2%,-13%,2%,-22%,i,6%,3%,2%,0.0%
Cc1ccccc1NP(=O)(c1ccccc1)c1nc2ccccc2s1 (centres undefined),4%,5%,-5%,27%,i,-12%,10%,-4%,-0.6%
Cc1cccc(N2C(=O)CC(Sc3ncn[nH]3)C2=O)c1 (centres undefined),-6%,-19%,-3%,-9%,i,-12%,u,-7%,3.4%
C=CCNC(=O)c1onc(CSc2nc3ccccc3[nH]2)c1C(=O)NCC=C,-3%,14%,10%,-32%,u,-1%,-10%,7%,0.0%
CCOc1ccc(CN2C(=O)CCC2(C)C(=O)NCc2cccnc2)cc1 (centres undefined),-3%,0%,12%,-5%,i,0%,7%,-5%,-1.3%
O=C(O)c1cccc(S(=O)(=O)Nc2ccc(Oc3ccccc3)cc2)c1,11%,-4%,9%,-3%,i,5%,4%,-3%,-1.5%
C=CCNc1ncnc2c1ncn2[C@H]1CN(CCN2CCOCC2)C[C@@H](CO)O1,x,0%,16%,19%,i,13%,x,x,0.3%
CC(C)c1ccc(CNC(=O)CCc2ccccc2)cc1,5%,16%,-8%,2%,i,x,25%,1%,0.1%
CCS(=O)(=O)c1ncc(Cl)c(C(=O)NCc2ccccc2)n1,u,-108%,x,x,x,x,18µM*,x,-6.1%
CCN1CCN(S(=O)(=O)c2ccc(C)c([N+](=O)[O-])c2)CC1,0%,11%,-1%,12%,i,-4%,10%,-4%,-0.9%
CCCCCN(C(=O)CCC(=O)OCCOc1cccc(C)c1)c1c(N)n(CCCC)c(=O)[nH]c1=O,1%,-1%,-8%,-17%,i,-30%,-16%,4%,2.0%
COC(=O)c1ccc2c(=O)n(CCCCCC(=O)NCCc3ccc(Cl)cc3)c(=O)[nH]c2c1,1%,-30%,x,u,x,x,x,x,-0.9%
CCOC(=O)c1c(-c2ccc(C)o2)csc1NC(=O)CN1CCN(CC)CC1,-1%,-30%,6%,-12%,u,-38%,7%,18%,5.0%
COc1ccccc1C(=O)N1CCN=C1SC,-5%,-5%,3%,10%,i,3%,20%,24%,0.0%
O=C(Nc1ccccc1)OCCc1ccccn1,12%,2%,7%,-3%,i,14%,u,0%,-0.2%
CCCCN(C(=O)COC(=O)COc1c(C)cc(C)cc1C)c1c(N)n(CCC)c(=O)[nH]c1=O,-10%,-8%,-7%,-20%,i,1%,-5%,-22%,-0.1%
Cc1cccc(NC(=O)CCC2CCN(C(=O)C3CC=CCC3)CC2)c1 (centres undefined),11%,0%,0%,-6%,i,-16%,-3%,-1%,-0.2%
CSc1nsc(SCC(=O)N2CCCc3ccccc32)n1,29%,-60%,6%,-19%,i,-7%,x,-2%,10%
CC1Cn2c(nnc2-c2cccc(Cl)c2)S1 (centres undefined),2%,-3%,8%,1%,i,9%,-9%,-3%,-0.2%
COC(=O)c1c(C)noc1-c1cc(C)on1,5%,-9%,-3%,5%,i,-7%,x,1%,0.1%
COc1cc(S(=O)(=O)N2CCN=C2c2ccccc2)ccc1Cl,7%,9%,-18%,-1%,i,-16%,9%,7%,-0.8%
Cc1nn(CCC(=O)Nc2ccccc2Br)c(=O)c2nn(-c3ccccc3)c(C)c12,20%,-15%,x,-13%,x,x,x,x,0.5%
CCCOc1cccc(C(=O)NC(=S)Nc2ccccc2)c1,u,2%,-2%,-12%,i,61%[activator],u,-1%,4.6%[9.22 µM]
CCCNC(=O)C1(CC2CC(c3ccccc3)=NO2)CCN(C(=O)OC(C)(C)C)CC1 (centres undefined),-11%,4%,2%,10%,i,-7%,7%,18%,-0.8%
Cn1c(=O)c2cc(NC(=O)NCCc3ccccc3)ccc2n1Cc1cccc(C(F)(F)F)c1,x,-12%,-18%,-27%,u,-15%,x,x,-0.5%[9.22 µM]
CCOC(=O)C1=C(N)OC2=C(C(=O)CC(C)(C)C2)C1c1ccc(CC)s1 (centres undefined),-6%,-18%,u,5%,i,12%,-4%,1%,2.6%
CCOc1ccccc1C(=O)Nc1cccc2cccnc12,0%,-32%,-8%,-11%,i,3%,26%,0%,0.2%
COc1ccc(NC(=O)c2noc3c2CSc2ccccc2-3)cc1Cl,-6%,-32%,x,-1%,x,x,u,x,5.4%
